LAP4-GFP MLPCN: alters LAP4-GFP fluorescence in TOR pathway yeast screen; hit rate 0.34% among 320,000; S. cerevisiae LAP4-GFP multiplex, flow cytometry GFP, 3 h; median GFP as percent of DMSO wells; GFP response vs DMSO, % at 10 µM; AID 2023;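 active means GFP response vs DMSO above a set limit, about the screen mean plus 3 SD, cut at about 150% in these data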
proCasp7 act: counter-screen for procaspase-3 activators: activators of human procaspase-7 | P55210 | recombinant procaspase-7, Ac-DEVD-pNA absorbance 405 nm; D23A/D198A/D206A triple mutant, cannot self-cleave; scale: DMSO 0, 5 µM enzyme 100 | activation, % at 8.5 µM | hit rate 0.093% among 330,000 | AID 463210;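 active means percent activation above the screen-wide mean plus 3 SD, cut at about 25% in these data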
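Assay system: Uncleavable procaspase-7 mutant enzyme; Input: 2 µM procaspase-7 mutant as dispensed; Also added: DEVD-pNA substrate; Medium: Zinc-free HEPES pH 7.4 with 300 mM NaCl, 0.01% Triton X-100; Timing: 1 h compound preincubation, 2 h substrate cleavage, 25 °C; Measured by: Epi-absorbance of released pNA at 405 nm, two timepoints.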
procasp3 activ: activates human procaspase-3 | P42574 | recombinant procaspase-3 D3A, Ac-DEVD-pNA absorbance 405 nm | activation, % at 8.5 µM | hit rate 0.11% among 330,000 | AID 463141;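 active means activation above the mean of all tested compounds plus 3 SD, cut at about 21% in these data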;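 further: 0% = DMSO alone and 100% = DMSO wells spiked with extra 5 µM PC-3 D3A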
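Assay system – Procaspase-3 D3A mutant, all three cleavage aspartates alanine · Controls – DMSO-only low control, 5 µM PC-3 D3A high control · Schedule – 1 h compound preincubation, 2 h substrate hydrolysis at 25 °C · Signal – 405 nm absorbance of p-nitroaniline, reads at 0 and 120 min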
MEP2 TOR yeast: alters MEP2-GFP fluorescence in TOR pathway yeast screen; S. cerevisiae MEP2-GFP strain, flow cytometry GFP, 3 h; 100% = DMSO control level; GFP response vs DMSO, % at 10 µM; hit rate 0.51% among 330,000; AID 2016;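 active means GFP response versus DMSO above a set limit, roughly screen mean plus 3 SD, cut at about 180% in these data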;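 further: median GFP fluorescence of the barcode-gated MEP2-GFP cells per well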
AHR activator: human AHR activation. P35869. AHR-responsive luciferase reporter cells, luminescence. activation, % at 5 µM. hit rate 2.5% among 320,000. AID 2796; in the data active means activation above about 47%;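 further: 0% = vehicle wells and 100% = reference agonist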
RPL19A-GFP yeast: alters RPL19A-GFP fluorescence in TOR pathway yeast screen. S. cerevisiae RPL19A-GFP strain, flow cytometry, 3 h; stronger effect = lower value. percent response vs DMSO, % at 10 µM. hit rate 0.3% among 330,000. AID 2025;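 active means percent response vs DMSO below 50%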;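 further: median channel GFP fluorescence of the barcoded RPL19A-GFP strain; ratio of sample median GFP to plate DMSO average so 100% = DMSO; lower means less RPL19A-GFP as with rapamycin TOR inhibition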
EBNA-1 inh: blocks EBNA-1 binding to DNA; EBNA-1 DNA binding, fluorescence polarization; inhibition, % at 14.8 µM; hit rate 0.34% among 300,000; AID 1950; in the data active means inhibition above about 28%
ZTA DNA inh: ZTA (EBV) inhibition in EBNA-1 counter-screen | AID 2234 | ZTA-DNA binding, fluorescence polarization | inhibition, % at 11 µM | P03206 | hit rate 0.15% among 320,000; in the data active means inhibition above about 33%
* = called active by the depositor; nt = not tested or not shown; [ ] = dose if it differs, or a comment. The order is random. About 3.8% of those tested had a hit in this group.

Structure	LAP4-GFP MLPCN	proCasp7 act	procasp3 activ	MEP2 TOR yeast	AHR activator	RPL19A-GFP yeast	EBNA-1 inh	ZTA DNA inh
CC1(C)CC(=O)C=C(c2ccc(F)nc2)C1	96	6	-3	88	1	94	nt	-2
COc1ccccc1NC(=O)c1ccc(N2CC3CC(C2)c2cccc(=O)n2C3)c(NC(=O)c2cccnc2)c1 (stereo not given)	93	-1	-1	95	6	92	8	0
O=C(NC(=S)/C(=C1\CCCCCN1)[N+](=O)[O-])c1ccccc1	112	-17	-4	91	22	91	nt	nt
O=C(NNc1nc2ccccc2s1)C1CC1	94	-1	-6	100	11	94	0	-3
Cc1nc2nc(SCC(=O)c3cccc([N+](=O)[O-])c3)[nH]c2cc1Br	86	0	-12	98	57*	97	-3	1
CCOc1ccc(NC(=O)C2CCCN(S(=O)(=O)c3ccc4c(c3)CCCN4C(C)=O)C2)cc1 (stereo not given)	96	7	4	97	-2	97	-17	-9
CC(=O)Nc1ccc(NC(=O)Cn2c(-c3ccc(F)cc3)cnc2SCC(=O)Nc2c(C)cccc2C)cc1	97	4	-1	101	3	101	5	-14
COc1ccc(CCC(=O)NCCc2ccc(OC)c(OC)c2)cc1	107	0	-6	99	4	105	-3	-16
CN1C(=O)SC(Nc2ccc(F)cc2)C1=O (stereo not given)	99	-3	-4	102	2	97	2	7
O=C(Cc1ccccc1)Nc1ccc(NC(=O)c2ccccc2)nc1	104	0	6	108	3	106	4	3
O=C(O)CCC(=O)NNc1nc(-c2ccccc2)c2cc(Cl)ccc2n1	94	-6	-4	100	1	101	-9	-1
COc1ccc(CNCc2cc3c(cc2[N+](=O)[O-])OCO3)cc1	100	4	-3	109	24	105	4	3
CCOc1ccc(Nc2oc(-c3ccc(Cl)cc3)nc2C#N)cc1	107	12	-3	100	35	100	4	4
O=C(CN1CCN(C/C=C/c2ccccc2)CC1)Nc1ccccc1C(=O)NC1CC1	100	0	1	95	1	100	4	-1
CSc1ccc(C(=O)C2CCCN(C(=O)CCc3c(C)nn(C)c3C)C2)cc1 (stereo not given)	121	-3	3	123	1	113	4	5
COc1cccc(-c2ncc3ccccc3c2COC(=O)c2ccc(F)cc2)c1	132	-5	1	85	4	90	nt	0
COC(=O)c1cc(OC)c(OC)cc1NC(=O)CSCc1c(C)noc1C	104	-4	-12	107	12	100	nt	nt
COc1ccc2oc(C(=O)OCC(=O)NCc3ccccc3OC)c(C)c2c1	100	1	2	98	2	95	7	2
CCOC(=O)CNS(=O)(=O)CCN1C(=O)c2ccccc2C1=O	92	-2	-4	103	-2	96	1	-11
S=C(NCc1ccc2c(c1)OCO2)NC1CC1	110	8	-8	94	-1	100	-4	10
CCOC(=O)c1c(S(=O)(=O)NC2CCN(C(=O)OCC)CC2)c(C)n(C)c1C	89	5	3	93	3	102	-12	17
Cc1ccccc1-n1c(SCC(=O)c2c(N)n(C3CC3)c(=O)[nH]c2=O)nnc1N1CCOCC1	84	4	-7	86	-3	92	nt	8
CCC(=O)c1ccc(N2CCN(C(=O)COc3ccccc3F)CC2)c(F)c1	110	2	6	105	1	98	-6	-21
O=C(Nc1cccnc1Cl)c1cc2c(s1)-c1ccccc1OC2	94	24	-1	107	2	101	-11	2
Cc1csc(SCC(=O)NC2CCS(=O)(=O)C2)n1 (stereo not given)	102	7	0	106	-1	102	nt	nt
CC(=O)N1CCN(c2ccc(NC(=O)c3ccc(Cl)cc3)cc2)CC1	103	-4	-10	104	-4	105	1	8
Cc1ccccc1NC(=O)NC1(C(=O)N2CCC(C(N)=O)CC2)CCCCC1	94	0	-3	128	-2	97	3	-6
O=C(CSc1nc(C2CC2)n(-c2ccccc2)n1)NCc1ccco1	101	8	9	107	0	99	nt	3
Cc1ccc(-c2noc(CSc3nnnn3-c3ccccc3)n2)cc1	103	-15	5	108	9	101	-11	11
CCn1cc(S(=O)(=O)NC2CCCCC2)cn1	93	5	-5	108	-2	104	16	3

3 entries already listed, arranged by the value under MEP2 TOR yeast, ascending:
SMILES	LAP4-GFP MLPCN	procasp3 activ	MEP2 TOR yeast	AHR activator	RPL19A-GFP yeast	EBNA-1 inh
COc1ccccc1NC(=O)c1ccc(N2CC3CC(C2)c2cccc(=O)n2C3)c(NC(=O)c2cccnc2)c1 (stereo not given)	93	-1	95	6	92	8
CCOc1ccc(NC(=O)C2CCCN(S(=O)(=O)c3ccc4c(c3)CCCN4C(C)=O)C2)cc1 (stereo not given)	96	4	97	-2	97	-17
CCn1cc(S(=O)(=O)NC2CCCCC2)cn1	93	-5	108	-2	104	16

Next section
Structure	LAP4-GFP MLPCN	proCasp7 act	procasp3 activ	MEP2 TOR yeast	AHR activator	RPL19A-GFP yeast	EBNA-1 inh	ZTA DNA inh
O=C(COC(=O)COc1ccccc1)NC12CC3CC(CC(C3)C1)C2	109	-10	1	108	2	98	nt	-15
CCN(Cc1ccncc1)C(=O)c1cccc(S(=O)(=O)N2CCOCC2)c1	98	9	-2	99	2	96	-2	-24
O=C(CSc1nnc(-c2cccnc2)n1-c1ccccc1)NCc1ccc2c(c1)OCO2	100	-6	-5	100	2	105	-1	0
CCNC(=S)N(CCc1c(C)[nH]c2ccc(Cl)cc12)Cc1ccco1	108	2	-6	111	47*	105	-5	-8
COc1ccc(N2C(=O)CCC2(C(N)=O)c2ccccc2)cc1 (stereo not given)	105	-2	1	102	0	101	3	-4
CCCCNC(=S)N(Cc1ccco1)Cc1cc2cc3c(cc2[nH]c1=O)OCCO3	99	3	0	101	18	104	4	3
COc1cc(OC)cc(-c2c(-c3cccs3)c3cc(-c4ccc(OCc5ccccc5)cc4)ccc3n2C)c1	96	-10	-4	95	1	106	nt	nt
CCc1ccccc1S(=O)(=O)Cc1ccc(C(=O)N2CCN(c3ccccc3OC)CC2)o1	99	5	0	101	2	98	-7	-9
COC(=O)c1c(NC(=O)C(C)(C)C)sc2c1C(C(=O)OC)CC2 (stereo not given)	98	1	4	101	14	100	-2	-1
Cn1c(SCC(=O)NC2CCCCC2)nnc1-c1ccccc1O	99[may fluoresce green]	-4	10	105[may fluoresce green]	-4	99[may fluoresce green]	4	2
COc1ccc(/C=C(/NC(=O)c2ccccc2)C(=O)N/N=C/c2cccs2)cc1OC	102	-5	4	104	5	101	-10	-9
O=C(O)CN(c1ccccn1)S(=O)(=O)c1ccccc1	89	8	-2	95	4	95	-21	-4
COc1ccc(C2C(C(=O)c3ccco3)=C(O)C(=O)N2CCCn2ccnc2)c(OC)c1 (stereo not given)	94	-89	-32	97	4	93	1	-11
COCc1ccc(-c2ccc3c(c2)c(C#Cc2ccsc2)c(-c2cc(OC)cc(OC)c2)n3C)cc1	97	9	7	97	-1	95	nt	-5
CCCCCCNC(=O)CC(NS(=O)(=O)c1ccc(NC(C)=O)cc1)C(C)C (stereo not given)	91	-8	7	103	0	90	3	1
CCCC1NC(=S)N(C2CCCCC2)C1=O (stereo not given)	85	-2	0	98	3	98	6	-6
CCCc1cc(Nc2ccccc2C)n2ncnc2n1	99	6	-4	108	1	102	-5	-14
C=CCNC(=O)C1CC2Cn3c(nc4ccccc43)C2N1C (stereo not given)	93	-2	7	98	1	100	-10	-2
Cc1ccc(NC(=O)N2CCN(S(=O)(=O)c3ccccc3)CC2)cc1	100	6	-4	91	2	96	0	11
O=C(N/N=C/c1ccc2c(c1)OCO2)c1cc(-c2ccccc2Cl)nc2ccccc12	102	11	10	102	23	102	3	14
Cc1cccc(NC(=O)c2cccc(N3C(=O)C4C5CCC(C5)C4C3=O)c2)c1C (stereo not given)	106	2	-8	118	0	99	-10	-6
CCN(CC)c1ccc(C2C(C(=O)Nc3ccccn3)=C(C)NC3=C2C(=O)CC(C)(C)C3)cc1 (stereo not given)	96	-12	-14	101	4	97	12	10
O=C(Nc1ccc(C(F)(F)F)cc1)c1cc(S(=O)(=O)NCC2COc3ccccc3O2)ccc1F (stereo not given)	98	-5	0	101	6	102	2	12
CN(CC(=O)Nc1ccccc1C(F)(F)F)C(=O)CN1C(=O)C2CCCCC2C1=O (stereo not given)	108	-5	4	103	2	99	-8	-5
CSc1nnc(C2CCCN(CC(=O)Nc3ccccc3N3CCOCC3)C2)n1C(C)C (stereo not given)	92	-2	2	103	-2	103	0	0
O=C(O)/C=C/c1coc2ccc(F)cc2c1=O	79	-6	-9	98	1	97	10	9
Cc1ccc(-c2cc(C(=O)N3CCOCC3)c3cc(C)ccc3n2)cc1	104	10	-5	104	5	99	2	13
COc1ccc(-n2nc(C(=O)NCC3CCCO3)c3ccccc3c2=O)cc1 (stereo not given)	92	2	3	90	-1	92	4	-11
NS(=O)(=O)c1ccc(N/N=C/c2ccccc2C(=O)O)c([N+](=O)[O-])c1	105	-30	-8	101	26	105	-2	-6
c1ccc(-c2cc(-c3ccccc3)[nH]n2)cc1	111	16	-1	106	65*	108	2	-6
COC(=O)Cn1c(=NC(=O)c2ccc(Cl)s2)sc2cc(F)ccc21	101	12	2	100	2	99	-4	14
CCN1CCN(C(=O)CN(C)S(=O)(=O)c2ccc(OC)cc2)CC1	97	1	11	101	-1	103	0	-17
CC(C)CCN1CCN(Cc2nc(-c3ccc(F)cc3)cs2)CC1CCO (stereo not given)	100	17	2	100	0	98	13	7
CCNC(=S)N1CCC(C(O)(c2ccccc2)c2ccccc2)CC1	98	-1	3	102	1	95	-10	-12
Cc1ccc(C)c(N2CCN(S(=O)(=O)c3ccc4c(c3)CC(C)N4C(=O)C3CC3)CC2)c1 (stereo not given)	96	5	2	98	-1	97	10	6
CC(C)OC(=O)c1ccc(OC(=O)c2cccnc2)cc1	111	-1	10	112	1	97	6	1
COc1cccc(/C=C/C(=O)OCC(=O)Nc2ccc(S(=O)(=O)N3CCCC3)cc2)c1	99	4	5	108	16	104	-8	-1
Cc1ccc2cc(CN(CCCO)S(=O)(=O)c3cccc4nsnc34)c(=O)[nH]c2c1C	98	0	-3	99	13	96	1	-15
O=C(COC(=O)c1ncc(Cl)c(Cl)c1Cl)Nc1ccc(Cl)cn1	106	2	0	105	66*	101	-10	21
CNC(=O)c1nnn(Cc2ccccc2)c1NC(C)=O	110	7	-9	105	-1	98	9	3
CCOC(=O)C1(Cc2cccc(OC)c2)CCN(Cc2cccc(OC)c2OC)CC1	108	-4	-2	109	2	96	6	-6
CCCOP(=O)(OCCC)C1(Nc2ccc(C)cc2)CCCCC1	96	12	3	100	1	96	10	10
CCNc1nc(NC(C)C)nc(N(C#N)C(C)C(=O)N(CC)CC)n1 (stereo not given)	114	-6	9	105	1	108	11	2
CC(NC(=O)c1ccc(Cl)cc1Cl)C(c1ccccc1)N1CCOCC1 (stereo not given)	92	3	0	94	4	93	-10	6
Cc1ccc2[nH]cc(CCNC(=O)c3ccc4c(c3)OCO4)c2c1	96	1	1	101	9	103	7	-7
COc1cccc(NC(=O)c2cnc[nH]2)c1	90	12	4	103	6	103	10	-8
O=CN1c2ccccc2CSc2ccccc21	93	4	-1	94	3	98	-3	0
CC(C)NC(=O)C(=O)NCCc1ccc(Cl)cc1	101	4	-9	100	-3	96	-12	-6
CC1CCc2nc(NC(=O)CN3CCN(Cc4ccc5c(c4)OCO5)CC3)sc2C1 (stereo not given)	96	1	1	96	6	89	-19	0
